CHO-K1 Ca antag: M1 antagonist counterscreen hit in parental CHO-K1 cells. actives 0.6% (n = 360,000). inhibition, % at 3 µM. ATP-induced calcium, Fluo-8 fluorescence;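 active means inhibition above a per-plate cutoff, the plate's mean sample inhibition plus 3 SD, cut at about 24% in these data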;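 further: 0% = DMSO plus EC80 ATP and 100% = DMSO alone without ATP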
CHRM4 antagonist: antagonists of human muscarinic M4 receptor (CHRM4); AID 624125; P08173; inhibition, % at 3 µM; actives 0.73% (n = 360,000); CHO-hM4 cells, ACh EC80, Fluo-8 calcium fluorescence;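 active means inhibition above its plate's cutoff, the mean inhibition of sample wells plus 3 SD, cut at about 27% in these data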;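 further: 0% = acetylcholine EC80 with DMSO and 100% = DMSO without agonist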
Target sequence (P08173 whole entry, looked up): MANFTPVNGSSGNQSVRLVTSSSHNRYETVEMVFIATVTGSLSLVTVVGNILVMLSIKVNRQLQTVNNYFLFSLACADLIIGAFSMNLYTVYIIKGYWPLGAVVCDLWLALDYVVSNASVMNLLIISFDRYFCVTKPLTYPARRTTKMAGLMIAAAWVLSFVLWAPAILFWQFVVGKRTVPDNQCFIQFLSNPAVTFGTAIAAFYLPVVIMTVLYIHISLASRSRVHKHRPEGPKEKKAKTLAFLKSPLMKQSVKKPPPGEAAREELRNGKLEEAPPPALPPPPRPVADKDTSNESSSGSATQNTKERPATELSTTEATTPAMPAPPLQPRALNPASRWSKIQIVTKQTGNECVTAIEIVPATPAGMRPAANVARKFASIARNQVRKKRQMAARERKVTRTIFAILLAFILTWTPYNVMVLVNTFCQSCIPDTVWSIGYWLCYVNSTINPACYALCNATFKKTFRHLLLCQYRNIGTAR
CHRM1 PAM: potentiates human M1 receptor response to acetylcholine; actives 0.088% (n = 360,000); P11229; activation, % at 3 µM; CHO-K1 hM1, Fluo-8 calcium fluorescence, ACh EC20; 0% = ACh EC20, 100% = maximal ACh; in the data active means activation above about 19%, passing the limit was not always enough
M4 ag: agonists of human muscarinic M4 receptor (CHRM4); P08173; CHO-K1 hM4/Gqi5, Fluo-8 calcium fluorescence; vehicle 0%, full acetylcholine response 100%; activation, % at 3 µM; actives 0.14% (n = 360,000); AID 624127;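 active means activation above the run mean over all test wells plus 3 SD, cut at about 32% in these data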;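 further: peak over basal fluorescence ratio per well then scaled between controls; 0% = DMSO wells and 100% = acetylcholine at EC100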
M1 antag: human CHRM1 antagonism; P11229; CHO-K1 hM1, Fluo-8 calcium fluorescence, ACh EC80 antagonist; actives 1.3% (n = 360,000); inhibition, % at 3 µM;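 active means percent inhibition above its own plate's cutoff, namely the mean of that plate's compound wells plus 3 SD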;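 further: peak over basal fluorescence ratio during 140 s after agonist addition; 0% = ACh EC80 plus DMSO and 100% = DMSO alone without agonist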
CHO-K1 Ca ag: counter-screen for M1 agonists: effect in parental CHO-K1 cells. actives 0.48% (n = 360,000). Fluo-8 calcium fluorescence; scaled to maximal ATP response, vehicle zero. AID 602248. activation, % at 3 µM; in the data active means activation above about 15%;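 further: untransfected CHO-K1 host cells lacking M1 receptor as counterscreen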
M1 ag: activates human CHRM1 receptor | P11229 | activation, % at 3 µM | actives 0.33% (n = 360,000) | CHO-K1 hM1, Fluo-8 calcium fluorescence, agonist mode; 0% DMSO, 100% acetylcholine EC100 | AID 588814;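 active means activation above the run's mean compound activation plus 3 SD, cut at about 16% in these data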;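 further: peak over basal fluorescence ratio within a 140 s kinetic read after compound addition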
OXTR potentiate: potentiators of human oxytocin receptor; CHO-OTR cells, Fluo-8 calcium fluorescence, potentiator mode; 0% = oxytocin EC15, 100% = EC100; actives 0.061% (n = 320,000); activation, % at 3 µM; AID 2445; P30559;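 active means activation above that plate's cutoff, the mean activation of tested compounds plus 3 SD, cut at about 6.6% in these data, passing the limit was not always enough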;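 further: 100% uses oxytocin at 75 nM as the full agonist control; some results filed as inactive read as strong as hits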
Target sequence (P30559 whole entry, looked up): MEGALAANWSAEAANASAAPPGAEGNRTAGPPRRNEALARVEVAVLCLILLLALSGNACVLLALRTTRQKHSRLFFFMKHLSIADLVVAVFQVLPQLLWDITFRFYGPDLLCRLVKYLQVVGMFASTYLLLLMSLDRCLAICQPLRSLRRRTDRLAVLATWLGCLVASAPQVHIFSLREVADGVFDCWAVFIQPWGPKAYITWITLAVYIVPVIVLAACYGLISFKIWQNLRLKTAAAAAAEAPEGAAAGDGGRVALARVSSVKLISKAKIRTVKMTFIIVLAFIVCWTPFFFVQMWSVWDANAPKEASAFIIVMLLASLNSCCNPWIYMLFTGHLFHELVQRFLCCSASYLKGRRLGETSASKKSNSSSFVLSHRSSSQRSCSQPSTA
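System: human OTR in CHO cells; Also added: sub-maximal oxytocin, roughly EC15; Timing: compound 6 min at room temperature before oxytocin, 100 s read; Technique: Fluo-8 intracellular calcium fluorescence, ex 470-495, em 515-575 nm; Controls: oxytocin EC15 low and EC100 high; Replication: singlicate.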
CHO parental Ca: signal in parental CHO cells, OX1R antagonist counter-screen; AID 463079; inhibition, % at 5.6 µM; parental CHO-K1, ATP-induced calcium, Fluo-8 fluorescence; actives 0.63% (n = 330,000);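 active means inhibition above that plate's mean sample inhibition plus 3 SD, cut at about 26% in these data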;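 further: 0% = ATP-challenged DMSO wells and 100% = DMSO wells without ATP; some compounds past the cut are filed as inactive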
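material = parental CHO cells | also added = ATP as calcium-mobilizing challenge | dosing = single point at 5.6 µM | detection = intracellular calcium via Fluo-8 no-wash fluorescent dye | read-out = % inhibition | benchmarks = low control ATP plus DMSO, high control DMSO only | repeats = one well per compound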
Numbers without * were called inactive; · = not tested or not shown. Outcome played no part in choosing rows, and some 2.9% of all compounds hit somewhere here.

SMILES | CHO-K1 Ca antag | CHRM4 antagonist | CHRM1 PAM | M4 ag | M1 antag | CHO-K1 Ca ag | M1 ag | OXTR potentiate | CHO parental Ca
COc1ccc(CN2C(=O)C(CC(=O)NCc3cccs3)CC(C(=O)N3CCOCC3)=C2C)cc1 (stereo not drawn) | -7 | 0 | 9 | 0 | -8 | -0.4 | -5 | · | ·
Cc1cc(Oc2ccc(=O)[nH]n2)nc(Cl)n1 | -8 | -11 | 7 | 1 | -15 | 1.3 | -1 | 0 | -8
Nc1cc(N2CCOCC2)c(Cl)cc1[N+](=O)[O-] | -18 | 1 | 7 | 2 | -13 | 2.3 | -3 | -3 | -4
CSCCC(C(=O)Nc1c(C)cccc1C)N(Cc1ccccc1)Cc1ccccc1 (stereo not drawn) | -4 | -15 | -4 | 3 | -16 | 0.7 | 2 | · | ·
CCC(=O)Nc1nc(CC(=O)Nc2ccccc2)cs1 | 22 | 13 | -2 | 5 | 15 | 0.1 | -1 | -9 | 4
CN(Cc1ccccc1F)C(=O)c1sccc1-c1ccccc1 | -7 | -11 | -2 | 0 | -4 | -0.1 | -6 | 2 | -17
COc1ccc(-c2sc3cc(OC)c(OC)cc3c2C#CCO)cc1 | -18 | -13 | 1 | 1 | -3 | 0.1 | -4 | -5 | -14
O=S(=O)(/N=C(/Sc1ccccc1)c1ccccc1)c1ccccc1 | -7 | 6 | 8 | 0 | 1 | 1.2 | -4 | 4 | -1
Cc1csc(NC(=O)c2cc3c(C)nn(Cc4ccccc4Cl)c3s2)n1 | 1 | 7 | -2 | 2 | 0 | -0.4 | -7 | -4 | -20
COc1ccc(CCNC(=O)C2CCCN(c3ncccn3)C2)cc1 (stereo not drawn) | -12 | -8 | 4 | 0 | -3 | 0.0 | -1 | -4 | -13
CN(Cc1ccccc1)C(=O)c1ccccc1NC(=O)c1ccco1 | -9 | -8 | -1 | 1 | 2 | 1.0 | -1 | 1 | -18
Cc1nn2c(nc1=O)SCC(c1ccccc1)=N2 | -2 | -17 | 13 | 1 | -12 | -0.1 | 2 | -4 | -2
Cc1cc(=O)oc(C)c1C(=O)OC(C(=O)c1ccccc1)c1ccccc1 (stereo not drawn) | -5 | -3 | 5 | -1 | -6 | -0.6 | -11 | -2 | -19
CSc1nc2ccsc2c(=O)n1-c1ccccn1 | -4 | -7 | 5 | 0 | -5 | -0.4 | -9 | 1 | 7
CCC1CCCCN1C(=O)CCS(=O)(=O)c1ccccc1 (stereo not drawn) | -8 | -2 | 2 | 0 | -1 | 0.6 | -3 | -4 | -7
O=C(COc1ccc(Br)cc1Cl)NC(=S)Nc1ccccn1 | 7 | 3 | 16 | 1 | -17 | 0.3 | 2 | -1 | -4
COc1ccccc1CNc1ccc(N2CCOCC2)c(C(=O)O)c1 | -12 | 0 | 10 | 0 | -12 | 1.0 | -2 | 4 | 4
CCOc1ccc(S(=O)(=O)N2CCCC(C(=O)N3CCOCC3)C2)cc1C (stereo not drawn) | -9 | -1 | -4 | 2 | 0 | 3.2 | -3 | -7 | -15
Cc1ccc(NC(=O)CS(=O)CC(=O)NCCCN(C)c2ccccc2)cc1 (stereo not drawn) | -10 | 8 | 13 | 0 | -10 | 0.0 | -7 | -11 | -18
O=C(c1ccco1)N1CCN(S(=O)(=O)c2ccc3c(c2)CCN3C(=O)C2CC2)CC1 | -5 | -8 | 4 | 2 | -4 | 0.6 | -7 | 2 | -11
COC(=O)CN(n1cnnc1)S(=O)(=O)c1ccc(C)cc1 | 4 | 4 | -2 | -1 | -7 | -0.3 | -2 | -7 | -1
CN(C(=S)NC(=O)c1ccccc1Br)C1CCCCC1 | -10 | 2 | 5 | -1 | -5 | -0.4 | -12 | 0 | -15
NC1=NC[C@H](CC2CCCCC2)N1CCc1cc(C(F)(F)F)cc(C(F)(F)F)c1 | -4 | 9 | -3 | 1 | 4 | -0.1 | -12 | 0 | -12
O=C(C1CCN(S(=O)(=O)c2cccs2)CC1)N1CCN(c2ccccc2)CC1 | -10 | -9 | 15 | 3 | -17 | 1.5 | -4 | 4 | -6
Cc1ccc(NC(=O)CCSc2nnc(Cc3ccccc3)o2)cc1 | -1 | 4 | 9 | 0 | -5 | 0.6 | -5 | -3 | -15

Later entries
SMILES | CHO-K1 Ca antag | CHRM4 antagonist | CHRM1 PAM | M4 ag | M1 antag | CHO-K1 Ca ag | M1 ag | OXTR potentiate | CHO parental Ca
CCOc1ccccc1Nc1ncnc2c1cnn2-c1ccccc1 | 0 | -8 | -2 | 0 | 0 | 0.0 | -4 | -2 | -10
COc1ccc(N(C(=O)c2ccco2)C(C(=O)NC2CCCC2)c2cccs2)cc1 (stereo not drawn) | 20 | -2 | 9 | 2 | -11 | 0.0 | -7 | -4 | -35
O=C(c1ccc(F)cc1)c1cc2ccccc2o1 | -1 | -6 | -1 | -2 | -2 | -0.1 | -5 | 5 | -3
CN(C)CCCN(C(=O)c1sc2ccccc2c1Cl)c1nc2c(F)cccc2s1 | -11 | 1 | 3 | 0 | -1 | 0.3 | -6 | -5 | -12
Cc1ccc(CNC(=O)C2CCC(=O)N(CCc3cccc(F)c3)C2)cc1 (stereo not drawn) | 1 | 1 | 6 | 1 | -9 | 1.0 | -1 | -3 | -19
CSc1nc(NS(=O)(=O)c2cc(C)c(Cl)cc2Cl)nn1C | -3 | 9 | -1 | 1 | 4 | 0.5 | -3 | -10 | -10
CCS(=O)(=O)c1c([N+](=O)[O-])ncn1C | -10 | 4 | 12 | 1 | -7 | 0.4 | -5 | 4 | 5
COc1ccc(NC(=O)CCS(=O)(=O)c2cc3c(cc2Cl)NC(=O)CO3)cc1OC | -2 | 3 | 17 | 1 | -1 | 0.1 | 4 | -7 | 1
Cc1ccc(C(=O)O)cc1NC(=O)Nc1cccc2ccccc12 | 4 | -2 | 8 | 1 | -13 | -0.2 | -4 | -7 | 2
CC(=O)Nc1ccc(C(=O)NNC(=O)c2csc(N3CCOCC3)n2)cc1 | -4 | -2 | 15 | -1 | -17 | 0.2 | 0 | · | ·
Cc1ccccc1N=C(NOCc1ccc(Cl)cc1Cl)c1nonc1N | 2 | 14 | -9 | -1 | -1 | -0.2 | -7 | -9 | -11
Cn1c(=O)n(C)c2cc(/C=N/N=C3/NC(=O)C(CC(=O)O)S3)ccc21 (stereo not drawn) | 6 | -1 | -3 | 0 | 4 | -0.3 | -5 | -7 | -2
COc1ccccc1N1CCN(S(=O)(=O)CCNC(=O)c2cc(=O)c3ccccc3o2)CC1 | -21 | -4 | 3 | 10 | -6 | 8.8 | 0 | -5 | -20
CCOCCCNC(=O)c1ccc(N(C)S(=O)(=O)c2ccc(OC)cc2)cc1 | -18 | 12 | -1 | 2 | 0 | 1.1 | -4 | -6 | -22
CCNC(=S)N(Cc1ccco1)Cc1cc2cc(OCC)ccc2[nH]c1=O | -22 | -11 | 4 | 8 | -2 | 5.6 | -3 | -10 | -22
CN(C)CCNC(=O)C(=O)NCC(c1ccc2c(c1)OCO2)N1CCN(c2ccc(F)cc2)CC1 (stereo not drawn) | -8 | -15 | 17 | 0 | -21 | 0.7 | -12 | -15 | -16
C/C(=N\Nc1cc(-c2ccccc2)nc(-c2ccc(Br)cc2)n1)c1cccc(N)c1 | -16 | -8 | 12 | 0 | -15 | 0.8 | -1 | -3 | -10
CC(C)(C(=O)c1ccccc1)/[N+]([O-])=C/c1ccc(F)cc1 | -32 | 3 | 6 | 0 | -7 | 0.2 | -2 | -9 | -2
O=C(C[C@@H]1C/C=C/CC[C@@H](Cc2ccc(F)cc2)C(=O)O[C@@H](c2ccccc2)CNC1=O)NCCO | 1 | 8 | -12 | 10 | 22 | 5.2 | -5 | -7 | 24
COc1ccccc1NC(=O)C(C/C=C(\C)Cl)C(C)=O (stereo not drawn) | -16 | 1 | 7 | 4 | -11 | 0.2 | -6 | 4 | -16
CN1CCc2c(sc3nc(NN)n(Cc4ccccc4)c(=O)c23)C1 | -6 | 17 | 0 | 0 | -6 | 0.3 | -8 | -2 | -10
CCc1c(C)sc(NC(=O)CCc2ccc(OC)cc2)c1C(N)=O | 2 | -2 | -5 | 6 | 11 | 2.5 | -2 | -12 | -8
CSc1ncc(Cl)c(C(=O)NCc2ccc3c(c2)OCO3)n1 | 10 | 3 | 7 | 1 | 1 | 0.1 | -1 | -12 | -7
O=C(c1cc2cc([N+](=O)[O-])ccc2oc1=O)n1cccn1 | -8 | 6 | 2 | 0 | 0 | 1.0 | -1 | -9 | -3
Cn1nnc(NC(=S)NC(=O)Cc2ccccc2)n1 | -11 | 7 | 7 | 1 | -1 | -0.1 | -6 | -5 | -5

(more compounds)
SMILES | CHO-K1 Ca antag | CHRM4 antagonist | CHRM1 PAM | M4 ag | M1 antag | CHO-K1 Ca ag | M1 ag | OXTR potentiate | CHO parental Ca
CC(C)(C)NC(=S)NNC(=O)c1ccc2ncccc2c1 | -9 | 0 | 3 | 2 | 0 | 0.2 | -1 | -10 | -8
O=c1c2ccccc2ncn1-c1ccc2c(c1)OCCO2 | -35 | 1 | 6 | 2 | -6 | 2.6 | -8 | 4 | -2
CC1Cc2ccccc2N1C(=O)C12CCC(C)(C(=O)C1)C2(C)C (stereo not drawn) | 3 | -4 | 4 | 0 | -3 | 0.1 | -2 | -4 | -12
COc1ccccc1OCc1ccc(C(=O)N2CCN(C)CC2)o1 | 1 | 4 | -2 | 2 | 9 | 6.2 | -10 | 1 | -4
O=C(NN=C1CCCC1)c1sc2ccccc2c1Cl | -14 | -6 | 5 | 1 | -1 | 0.7 | 2 | -9 | 9
c1ccc2c(c1)[nH]c1nc(SCCN3CCOCC3)nnc12 | -1 | -13 | 2 | 3 | 6 | 0.4 | -4 | -5 | -3
CN(c1ccc(C(=O)NCCSCc2ccco2)cc1)S(C)(=O)=O | -5 | 1 | 3 | 5 | -23 | 2.8 | 1 | -11 | 11
COc1cccc(C=Nc2ccccc2C#N)c1O | -2 | 10 | 3 | 0 | -7 | -0.1 | -4 | 1 | 0
Cc1cc(C(=O)NNC(=O)CCCCC(=O)NNC(=O)c2cc(C)[nH]n2)n[nH]1 | -7 | -5 | 4 | 1 | -4 | 0.1 | -4 | -1 | -2
COc1ccc(C(=O)Nc2nc3c(s2)Cc2cc(OC)ccc2-3)cc1 | 3 | 5 | -1 | 1 | 9 | 0.2 | -3 | -7 | -4
COCCN(C(=S)Nc1ccccc1C)C(C)c1cccnc1 (stereo not drawn) | 3 | 6 | 4 | 0 | 1 | 0.2 | -6 | -8 | 1
OCC(Cc1ccc2c(c1)OCO2)C(CO)Cc1ccc2c(c1)OCO2 (stereo not drawn) | -2 | -4 | 8 | 5 | -13 | 2.8 | 3 | -6 | -5

Among those listed so far, three have a nitro group on carbon:
SMILES | CHO-K1 Ca antag | CHRM4 antagonist | CHRM1 PAM | M4 ag | M1 antag | CHO-K1 Ca ag | M1 ag | OXTR potentiate | CHO parental Ca
Nc1cc(N2CCOCC2)c(Cl)cc1[N+](=O)[O-] | -18 | 1 | 7 | 2 | -13 | 2.3 | -3 | -3 | -4
CCS(=O)(=O)c1c([N+](=O)[O-])ncn1C | -10 | 4 | 12 | 1 | -7 | 0.4 | -5 | 4 | 5
O=C(c1cc2cc([N+](=O)[O-])ccc2oc1=O)n1cccn1 | -8 | 6 | 2 | 0 | 0 | 1.0 | -1 | -9 | -3

High-throughput results (PubChem)
